# Screens deposited in PubChem BioAssay by National Center for Advancing Translational Sciences (NCATS).
# GAA inhib: qHTS Assay for Inhibitors of Human alpha-Glucosidase as a Potential Chaperone Treatment of Pompe Disease; Lysosomal alpha-glucosidase (Homo sapiens), P10253; purified human GAA, 4-MU-alpha-glucoside fluorescence; 200,000 tested, 0.005% active; Potency, µM (highest dose often 76.9 µM), for inactives: at the highest dose activity change, negative = inhibition, usual class: inhibitors;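 note: plate controls were uninhibited enzyme wells for no effect and no-enzyme background for full effect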
#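 qHTS format, compound range up to 77 uM. Human lysosomal enzyme at 4 nM, 400 uM 4-MU glucoside substrate, pH 5.0, 20 min room temperature; fluorescence after alkaline stop gives activity normalized to controls.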
# aGal spleen mod: qHTS Assay for Inhibitors and Activators of Human alpha-Galactosidase From Spleen Homogenate; Potency, µM (titrated, usually from 80 µM), for inactives: at the top dose activity change, negative = inhibition, usual class: inhibitors; 240,000 tested, 0.008% active; human spleen homogenate, 4MU-alpha-Gal fluorescence, 40 min; AID 2107, 2009;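 note: 0% = enzyme with vehicle and -100% = no enzyme basal signal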
# Target sequence (P06280 32-429 limits assumed): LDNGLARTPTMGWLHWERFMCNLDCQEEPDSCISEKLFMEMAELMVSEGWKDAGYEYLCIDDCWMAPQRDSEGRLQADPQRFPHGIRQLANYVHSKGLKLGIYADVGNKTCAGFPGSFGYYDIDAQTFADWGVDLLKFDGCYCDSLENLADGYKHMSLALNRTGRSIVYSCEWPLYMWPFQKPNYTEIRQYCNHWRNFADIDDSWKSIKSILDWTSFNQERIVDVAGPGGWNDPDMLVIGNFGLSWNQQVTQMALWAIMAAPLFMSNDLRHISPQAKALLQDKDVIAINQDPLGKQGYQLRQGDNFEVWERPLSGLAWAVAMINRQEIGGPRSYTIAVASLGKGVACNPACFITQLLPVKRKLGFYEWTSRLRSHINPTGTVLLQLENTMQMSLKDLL
#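 qHTS titration in buffer at pH 5.0. Alpha-galactosidase activity in spleen homogenate was measured via 4-methylumbelliferone release from 1 mM fluorogenic substrate after 40 min at 37C and a pH 10 stop. AC50 came from Hill fits of control-normalized data.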
# Tau fluor cs: Counterscreen qHTS for Inhibitors of Tau Fibril Formation, Fluorescence Polarization | AID 1463, 2008 | Potency, µM (titrated, usually from 57.7 µM), without a hit: at the highest dose activity change, negative = decrease | tau K18 P301L Alexa594 fluorescence, heparin fibrillization | 280,000 tested, 0.93% active; note: % is set by controls: 0 for no effect and ±100 for the full control effect; nearly all actives have a fitted effect of over 55% in size
#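 Human tau K18 P301L (15 uM unlabeled, 0.24 uM Alexa 594-labeled) in 100 mM sodium acetate pH 7 with 20 uM heparin, 6 hr at 37 C. ThT 30 uM added, 1 hr ambient; Alexa 594 FP and total fluorescence read at 555/632 nm.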
# Tau fibril ThT: qHTS for Inhibitors of Tau Fibril Formation, Thioflavin T Binding | Microtubule-associated protein tau (Homo sapiens), P10636 | recombinant tau K18 P301L (four-repeat tau fragment), heparin-induced fibrillization, ThT fluorescence | Potency, µM (doses to about 57.4 µM), without a hit: at the top dose activity, negative = inhibition, actives largely listed as inhibitors | 270,000 tested, 2.1% active; note: % is set by controls: 0 for no effect and ±100 for the full control effect; nearly all actives have a fitted effect of over 55% in size
# Target sequence (P10636 561-689 P618L limits assumed): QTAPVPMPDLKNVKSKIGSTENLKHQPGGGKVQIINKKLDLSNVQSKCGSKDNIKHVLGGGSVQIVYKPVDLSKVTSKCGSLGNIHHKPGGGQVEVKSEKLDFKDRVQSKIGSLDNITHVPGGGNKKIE
#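 Tau K18 P301L fragment (15 uM unlabeled plus 0.24 uM Alexa 594-labeled) in 100 mM sodium acetate pH 7 with compound, fibrillization induced by 20 uM heparin for 6 hr at 37 C. Thioflavin T (30 uM) added, fluorescence read after 1 hr (ex 450, em 510 nm).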
# HTT cytoprotect: qHTS Multiplex Assay to Identify Dual Action Probes in a Cell Model of Huntington: Cytoprotection (ATP); PC12 HTT-Q103 induced, cytoprotection, ATP luminescence, 40 h; 230,000 tested, 0.14% active; Potency, µM (doses to about 56.4 µM), for the others: cytoprotection (ATP increase), usual class: activators;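 note: % of control where 0% means no effect; nearly all actives have a fitted effect of over 45% in size; toxic huntingtin expression switched on by the ecdysone agonist tebufenozide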
#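 PC12 cells stably carrying ecdysone-inducible Htt exon 1 (Q103)–GFP were induced with 100 nM tebufenozide (final) alongside library compounds in a dose series. Cytoprotection was scored as retained ATP by ATPlite luminescence.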
# Tau fibril FP: qHTS for Inhibitors of Tau Fibril Formation, Fluorescence Polarization; Microtubule-associated protein tau (Homo sapiens), P10636; K18 P301L tau heparin fibrillization, Alexa594 FP, 6 h; Potency, µM (top dose mostly 57.7 µM), for the others: at the top dose activity, negative = inhibition, hits mostly inhibitors; 280,000 tested, 0.39% active; note: % is set by controls: 0 for no effect and ±100 for the full control effect; nearly all actives have a fitted effect of over 55% in size
#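 FP of Alexa 594-tau after heparin (20 uM) induction. Substrate: human K18 P301L, 15 uM unlabeled, 0.24 uM labeled. Buffer 100 mM sodium acetate pH 7. 6 hr, 37 C.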
# GAA spleen mod: qHTS Assay for Inhibitors and Activators of Human alpha-Glucosidase From Spleen Homogenate | Lysosomal alpha-glucosidase (Homo sapiens), P10253 | human spleen homogenate, 4-MU-alpha-glucoside fluorescence | Potency, µM (top dose mostly 79.9 µM), inactives show top-dose activity change, negative = inhibition, usual class: inhibitors | 240,000 tested, 0.006% active | AID 2112, 2009;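 note: 0% = enzyme with vehicle and -100% = no enzyme basal signal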
#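 AC50 values come from Hill-equation fits of concentration-response data, normalized to no-enzyme and full-activity controls. Enzyme source: 1 ug human spleen homogenate; 1 mM fluorogenic 4-MU glucoside, pH 5.0 citrate buffer, 37 C, 40 min.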
# GAA glycogen mod: qHTS Assay for Inhibitors and Activators of Human alpha-Glucosidase Cleavage of Glycogen. Potency, µM (top dose mostly 76.4 µM), without a hit: top-dose activity change, negative = inhibition, usual class: inhibitors. AID 2100, 2009. recombinant GAA, glycogen substrate, Amplex Red glucose oxidase fluorescence. 300,000 tested, 0.38% active. Lysosomal alpha-glucosidase (Homo sapiens), P10253;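 note: 0% = full enzyme reaction and -100% = no-enzyme basal signal; the screen sought inhibitors and activators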
#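 Natural-substrate format: glycogen cleavage by 4 nM human enzyme, glucose read by Amplex Red coupling (Ex 573, Em 610 nm). Normalized to enzyme and no-enzyme controls.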
# Active calls of the source: *; u = inconclusive; x = not tested or not shown; & = joins results of further samples; [ ] = dose if it differs, or a comment. Calls come from the whole dose curve; as a rule, active = well fitted curve in the direction sought with a large enough effect; inconclusive = small, poorly fitted or top-dose-only effect, or another doubt; inactive = no such curve, though single readings can be large; an effect the other way counts as inactive or inconclusive. Potency is the fitted concentration of half-maximal effect. Random draw from the library; 3.3% or so of the library scored in one or more.
SMILES,GAA inhib,aGal spleen mod,Tau fluor cs,Tau fibril ThT,HTT cytoprotect,Tau fibril FP,GAA spleen mod,GAA glycogen mod
CC1=NN(c2ccc(C)cc2)C(=O)/C1=C\C=C\c1ccccc1,-11%,3%,7.9µM*[quencher],7.1µM*,x,u,-2%,-3%
CCNC(=O)CP(=O)(c1ccccc1)c1ccccc1,10%,5%,-2%,-8%,7%,0%,1%,6%
Cc1ccc(NC(=O)Cn2cc(C(=O)c3ccco3)c3ccccc32)cc1C,x,x,u,u,x,u,x,-14%[76.3 µM]
O=[N+]([O-])c1cccc(Nc2nc(Cl)nc(Cl)n2)c1,-5%,1%,-4%,-7%,-29%,-3%,-3%,9%
C#CCOc1ccc(C2C(C(=O)OC)=C(C)NC3=C2C(=O)c2ccccc23)cc1OCC (configuration not stated),x,x,11µM*[quencher],u,x,-4%,x,u
Cn1c(NCc2ccccc2F)nc2ccccc21,x,x,-5%,-1%,x,-2%,x,u
CC(C)Cc1nc(Cl)c(C#N)c2c1CCCC2,-13%,-2%,-5%,-2%,-6%[10 µM],-6%,2%,15%
O=C(CNS(=O)(=O)c1ccc(F)cc1)N1CCN(c2ccc(F)cc2)CC1,u,-6%,-6%,-9%,8%,-2%,-3%,1%
COC(=O)c1c(N)n(-c2cc(Cl)cc(Cl)c2)c2nc3ccccc3nc12,x,x,-9%,-1%,x,-6%,x,6%[76.3 µM]
O=C(Nc1cc(-c2ccccc2)[nH]n1)c1ccc(Cl)cc1,-8%,0%&16%,u,u,6%&4%[10 µM],u,-3%&10%,5%&-7%
O=C(NCc1ccc(Cl)cc1)C1CCC(CNc2c(N3CCCCC3)c(=O)c2=O)CC1 (configuration not stated),-6%,-4%,0%,5%,x,8%,-6%,-1%
COC(=O)C(CCSC)NS(=O)(=O)c1ccc(Cl)cc1 (configuration not stated),7%,5%,-4%,-1%,-31%[inhibitor],5%,5%,9%
CNC(=S)N1CCC(NC(=O)C(Cc2ccccc2)NC(C)=O)CC1 (configuration not stated),4%,-9%,-3%,9%,4%,13%,-10%,-20%
O=C(O)c1ccccc1/C=N/NC(=S)NCc1ccccc1,6%[15.4 µM],-4%,7%,7%,-16%[10 µM],2%,1%,-13%
CCOC(=O)c1oc2ccc(S(=O)(=O)N3CCOCC3)cc2c1C,2%,-15%,-6%,-4%,-6%[0.074 µM],-8%,-3%,6%
CC(NC(=O)c1ccccc1F)c1nnc(SCc2nc3ccccc3c(=O)[nH]2)n1C (configuration not stated),1%,2%,-5%,-6%,-12%,-4%,-9%,9%
CCCCNC(=O)C1c2ccccc2C(=O)N(c2ccc(OC)cc2)C1c1ccc(OC)cc1 (configuration not stated),-8%,4%,-5%,-12%,-14%,4%,-6%,1%
O=C(O)c1cccc(S(=O)(=O)Nc2cccc(S(=O)(=O)N3CCCCCC3)c2)c1,-10%,2%,-14%,-12%,-20%,3%,-9%,-20%
Cc1ccc(-c2nn3c(C)nnc3c3ccccc23)cc1S(=O)(=O)NC(C)c1ccccc1 (configuration not stated),1%,-9%,0%,-11%,-77%[inhibitor],-1%,-7%,1%
O=C(CNC(=O)c1ccco1)NCC(=O)OCc1ccccc1Br,-11%,4%,5%,-2%,14%,6%,-3%,6%
COc1cccc(-n2c(=O)c3sc4ccccc4c3n(CC(=O)Nc3ccccc3OC)c2=O)c1,x,x,-5%,18%,x,-3%,x,7%[76.3 µM]
Cc1ccc(-n2cnc(N)c2C(=O)c2cccc([N+](=O)[O-])c2)cc1,x,1%,-12%,-3%,-20%[10 µM],-7%,-3%,8%
CCc1ccc(C2C(C(=O)Nc3ccccc3OC)=C(C)Nc3nc(SCc4ccccc4)nn32)cc1 (configuration not stated),x,x,-7%,1%,x,-6%,x,7%[76.3 µM]
CCOc1ccc(Br)cc1/C=N/O,-3%,-3%,-4%,-8%,-4%,-3%,-2%,-8%
COc1cccc(OC)c1C(=O)OCC(=O)/C(C#N)=C(\C)N,2%,4%,-6%,-1%,-38%[inhibitor],-9%,10%,-1%

# Another view of part of the listing above:
compound	GAA inhib	aGal spleen mod	Tau fluor cs	Tau fibril ThT	HTT cytoprotect	Tau fibril FP	GAA spleen mod	GAA glycogen mod
O=C(CNC(=O)c1ccco1)NCC(=O)OCc1ccccc1Br	-11%	4%	5%	-2%	14%	6%	-3%	6%
COc1cccc(-n2c(=O)c3sc4ccccc4c3n(CC(=O)Nc3ccccc3OC)c2=O)c1	x	x	-5%	18%	x	-3%	x	7%[76.3 µM]
Cc1ccc(-n2cnc(N)c2C(=O)c2cccc([N+](=O)[O-])c2)cc1	x	1%	-12%	-3%	-20%[10 µM]	-7%	-3%	8%

# Only HTT cytoprotect and Tau fluor cs, for some of the entries so far:
SMILES | HTT cytoprotect | Tau fluor cs
Cc1ccc(NC(=O)Cn2cc(C(=O)c3ccco3)c3ccccc32)cc1C | x | u
CC(C)Cc1nc(Cl)c(C#N)c2c1CCCC2 | -6%[10 µM] | -5%

# Following part
SMILES,GAA inhib,aGal spleen mod,Tau fluor cs,Tau fibril ThT,HTT cytoprotect,Tau fibril FP,GAA spleen mod,GAA glycogen mod
Cc1c(NC(=O)c2ccccc2N(C)S(=O)(=O)c2ccccc2)c(=O)n(-c2ccccc2)n1C,3%,9%,2%,-7%,-2%,7%,3%,7%
COc1ccccc1NC(=O)Nc1cnccn1,0%,3%,-3%,1%,x,-3%,10%,-7%
O=C(NNC(=O)C1CCCN(S(=O)(=O)c2ccc3ccccc3c2)C1)C1CC1 (configuration not stated),15%,3%,-2%,-2%,3%[10 µM],-1%,-5%,-8%
COc1ccc(NC(=O)CC2C(=O)N(c3ccc(OC)cc3)C(=O)N2C2CCCCC2)cc1 (configuration not stated),x,x,-26%,u,x,10%,x,1%[76.3 µM]
COc1ccc(CCNC(=O)CC2COc3ccccc3O2)cc1OC (configuration not stated),-6%,-6%,5%,-4%,2%,3%,2%,14%
COc1ccc(CNC(=S)Nc2cc(C)cc(C)c2)cc1,-4%,-10%,-23%,-4%,25%,-17%,0%,-13%
Cc1ccc(N2CC(C(=O)NCc3ccccn3)CC2=O)cc1 (configuration not stated),4%,17%,-1%,-6%,-3%,-7%,-6%,-12%
CC1(C)CC(=O)c2c(oc3c(Cl)cc(NS(=O)(=O)c4ccc(Cl)cc4)cc23)C1,x,x,7%,5%,x,-11%,x,16%[76.3 µM]
CNc1ncnc2c1ncn2[C@H]1C[C@H](O)[C@@H](CO)O1,x,-2%,2%,1%,-7%,-1%,2%,x
Cc1ccc(S(=O)(=O)N(C(=O)c2ccco2)c2cc3sc(=O)oc3c3ccccc23)cc1,-6%,-2%,u,14µM*,x,22µM*,-2%,-5%
CCCCCCNC(=O)n1cc(F)c(=O)[nH]c1=O,x,-1%,-5%,-5%,-121%[inhibitor],-3%,-2%,x
O=c1[nH]c(=O)n(C2CCCCCC2)c(O)c1C=NCc1ccc(F)cc1,-11%,-4%,-9%,-10%,-9%,8%,-21%,-1%
O=C(NCc1csc(-c2cccs2)n1)Nc1ccc(F)cc1F,3%,2%,-17%,u,11%[10 µM],-4%,11%,-8%
CC(NCc1ccccc1Cl)C(=O)Nc1ccc(S(=O)(=O)N2CCCC2)cc1 (configuration not stated),-12%,-7%,-12%,-6%,-13%[10 µM],-1%,-12%,12%
COc1ccc(OCCSc2nc(C)nc3ccccc23)cc1,-4%,2%,-7%,u,-8%,3%,x,2%
O=C(/C=C/c1ccccc1)NNC1=NS(=O)(=O)c2ccccc21,-6%,-14%,1%,-14%,16%[10 µM],3%,-6%,8%
COc1ccc(-c2csc(NC(=O)c3ccc(N4C(=O)CCC4=O)cc3)n2)cc1OC,1%,-1%,-7%,-11%,-14%,3%,3%,1%
Cc1cccc(/C(N)=N/OC(=O)Cc2ccccc2)c1,8%,9%,-20%,-14%,16%,-10%,6%,-11%
O=C(NCCN1C(=O)S/C(=C\c2cccnc2)C1=O)c1ccc(S(=O)(=O)N2CCCC2)cc1,x,1%,-2%,x,-1%[10 µM],-4%,0%,-11%
Nc1nonc1C(=O)N/N=C/c1ccc(-c2cccc([N+](=O)[O-])c2)o1,-1%,7%,-24%,u,-12%,14%,4%,-10%
CC1CCCCN1CCCNC(=O)CN1C(=O)c2cccnc2Oc2ccc(Cl)cc21 (configuration not stated),x,x,-4%,0%,x,-1%,x,-2%[76.3 µM]
O=C(NCCO)Nc1ccc(Cl)cc1,u,-4%,-8%,-1%,-8%,-7%,1%,-5%
COc1ccc(NC(=O)CSc2nc3ncccc3[nH]2)c(OC)c1,x,x,-14%,-12%,x,0%,x,-12%[76.3 µM]
O=C(NCC1CCCO1)c1cccc(N2C(=O)C3C4C=CC(C4)C3C2=O)c1 (configuration not stated),0%,-11%,-2%,1%,-1%[0.074 µM],-4%,-8%,6%
CC(C)(C)OC(=O)N[C@@H](CC(=O)OCc1ccccc1)C(=O)O,-3%,-6%,3%,1%,-13%,-2%,-7%,5%
O=C1C(=O)N(CCCN2CCOCC2)C(c2cccs2)/C1=C(/O)c1ccc2c(c1)OCO2 (configuration not stated),0%,5%,-7%,-9%,37%[10 µM],-5%,-3%,6%
C/C(=N/NC(=O)CNC(=O)c1cccnc1)c1cccc([N+](=O)[O-])c1,3%,-2%,-5%,-4%,-65%[inhibitor],8%,-2%,3%
